Assay outcomes as filed in PubChem.
TRPM1 prom inh – inhibitors of MITF-dependent TRPM1 promoter reporter, primary screen, cell-based, SK-MEL-5, single point, luciferase. SK-MEL-5 TRPM1 promoter luciferase, 24 h. inhibition, % at 12.5 µM. hit rate 0.83% among 330,000. AID 488899, 2010;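 active = mean inhibition across replicates of 60% or more, whatever share of single replicates reaches that level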; note: values of inactives mirror those of a sister screen read the other way
Cardio protect – cardioprotection against H2O2-induced cell death, primary screen, uHTS, H9c2 cells, ATPLite luminescence; AID 588492, 2011; hit rate 0.63% among 360,000; H9c2 cardiomyocytes, H2O2 injury protection, 2 h; protection from H2O2 cell death, % at 20 µM;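 active = compounds giving at least 50% protection of heart cells from peroxide-induced death in the single-dose screen, raw or plate-pattern-corrected value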;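 note: 0% = DMSO wells with peroxide and 100% = DMSO wells without peroxide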
HTR2A ag – mouse Htr2a agonists via beta-arrestin recruitment, primary screen, cell-based, luminescence. 5-hydroxytryptamine receptor 2A (Mus musculus), P35363. CHO-K1 mHTR2A beta-arrestin complementation; percent of 30 µM serotonin response. activation, % at 7.6 µM. hit rate 0.66% among 360,000;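 active = activation above a run cutoff, the mean activation of all tested compounds plus 3 SD, cut at about 14% in these data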;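 note: 0% = plate median of compound wells and 100% = 30 µM serotonin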
CaV13 FRET inh – Disruptors of the CACNA1D IQ motif to Ca2+-dependent inactivation inhibitor domain association, primary screening, Förster resonance energy transfer in intact living …. HEK cells, CFP/YFP FRET ICDI-IQ, plate reader, 10 min; percent FRET-ratio fall versus neutral wells. inhibition, % at 12.3 µM. hit rate 0.098% among 340,000;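 active = mean replicate inhibition of at least 30% and at least 1% of replicates passing that level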;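 note: 0% = median of the neutral control wells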
iPSC survival up – enhancers of single-cell hiPSC survival, primary screen, ATPlite luminescence; 100% = ROCK inhibitor wells, 0% = DMSO; survival enhancement, % at 20 µM; hit rate 0.044% among 360,000; in the data active = survival enhancement above about 18%;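 note: cells exposed to compounds for 16 hours before the ATP read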
PDI turbidity – inhibitors of human PDI, primary screen, biochemical, turbidity, single point, plate reader. PDI insulin aggregation turbidity, A650, 90 min. inhibition, % at 10 µM. hit rate 0.052% among 350,000. AID 588391, 2011;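 active = mean inhibition across replicates of 30% or more, whatever share of single replicates reach that level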;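 note: absorbance from insulin aggregation driven by PDI reduction with DTT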
Target sequence (P07237 whole entry, looked up): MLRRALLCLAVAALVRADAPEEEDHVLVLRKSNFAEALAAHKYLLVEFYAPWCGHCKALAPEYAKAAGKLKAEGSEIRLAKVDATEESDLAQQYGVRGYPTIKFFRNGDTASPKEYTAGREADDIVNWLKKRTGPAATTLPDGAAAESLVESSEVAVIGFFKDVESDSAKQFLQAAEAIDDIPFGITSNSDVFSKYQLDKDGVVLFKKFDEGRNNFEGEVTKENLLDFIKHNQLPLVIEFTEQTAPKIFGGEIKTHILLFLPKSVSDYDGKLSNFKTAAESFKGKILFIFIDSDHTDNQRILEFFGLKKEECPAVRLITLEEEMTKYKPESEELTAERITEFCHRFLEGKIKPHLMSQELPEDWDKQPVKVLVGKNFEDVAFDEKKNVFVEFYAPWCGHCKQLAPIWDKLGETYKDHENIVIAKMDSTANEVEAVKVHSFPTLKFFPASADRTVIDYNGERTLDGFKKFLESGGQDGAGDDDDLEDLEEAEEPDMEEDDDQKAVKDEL
NR2E3 ag-1 – inhibitors of NR2E3-RetCOR corepressor binding, primary screen, NR2E3 agonist project, biochemical, TR-FRET, GST-NR2E3, biotin-RetCOR. Photoreceptor-specific nuclear receptor (Homo sapiens), Q9Y5X4. 1536-well. inhibition of corepressor binding, % at 4.78 µM. hit rate 0.12% among 320,000. AID 2300, 2010;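 active = percent inhibition above the cutoff of mean plus 3 SD of all tested compounds, set per screening campaign, cut at about 20% in these data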;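 note: 0% = DMSO wells and 100% = biotin wells as full block of FRET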
Target sequence (Q9Y5X4 whole entry, looked up): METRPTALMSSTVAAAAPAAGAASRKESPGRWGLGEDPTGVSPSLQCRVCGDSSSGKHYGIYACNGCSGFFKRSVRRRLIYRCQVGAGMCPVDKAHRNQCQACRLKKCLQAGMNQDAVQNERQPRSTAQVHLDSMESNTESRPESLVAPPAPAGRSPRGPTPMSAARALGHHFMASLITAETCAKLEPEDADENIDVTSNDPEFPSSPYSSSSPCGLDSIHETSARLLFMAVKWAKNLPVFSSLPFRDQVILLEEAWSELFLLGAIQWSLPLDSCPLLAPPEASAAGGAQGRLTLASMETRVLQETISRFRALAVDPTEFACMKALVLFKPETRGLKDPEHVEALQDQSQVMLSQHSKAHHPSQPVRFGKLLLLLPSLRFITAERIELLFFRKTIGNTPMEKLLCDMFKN
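System: GST-NR2E3 and biotin-RetCOR proteins; probe or stimulus: 7 nM biotin-RetCOR; doses: compound at 4.8 µM, single dose; schedule: Compound–protein incubation for 5 h at 4 °C; detection: time-resolved FRET; read-out: percent inhibition; controls: biotin wells as high control, 0.6% DMSO wells as low control; format: 1536-well plates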
Shn3 3UTR inh – reduction of Shn3 3'UTR firefly luciferase signal, primary screen, Schnurri-3 inhibitor project, cell-based, Clone20 osteoblasts, set 2; Clone20 osteoblast Shn3 3'UTR firefly luciferase, 24 h; hit rate 0.52% among 360,000; AID 588674, 2011; inhibition, % at 12.5 µM;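 active = mean inhibition of at least 75% with every replicate also reaching 75%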;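 note: 0% = median of neutral control wells and 100% = pilot-screen positive control compound; some compounds past the cut are filed as inactive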
Peg3 promoter – Peg3 promoter-driven luciferase inhibitors, primary screen, cell-based, HeLa, luciferase luminescence. HeLa PEG-Prom luciferase reporter, overnight. inhibition, % at 20 µM. hit rate 1.7% among 360,000. AID 588405, 2011;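 active = inhibition of at least 50% at 20 µM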
NR2E3 ag-2 – NR2E3 agonists in two-hybrid cells, primary screen, cell-based, luminescence, CHO-S, Gal4-NCOR/VP16-NR2E3 | hit rate 0.35% among 360,000 | Photoreceptor-specific nuclear receptor (Homo sapiens), Q9Y5X4 | inhibition of corepressor binding, % at 3.98 µM | luciferase | AID 602229, 2012;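 active = inhibition above the mean of all tested compounds plus 3 SD, cut at about 70% in these data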;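 note: 0% = DMSO with NR2E3 transfected cells and 100% = cells lacking NR2E3 construct; higher means lower luciferase signal from less NR2E3 corepressor binding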
HIF-2a inh – HIF-2a reporter inhibitors, primary screen, luminescence, 786-0 RCC cells; 786-0 RCC cells HIF-2a reporter, luciferase luminescence, overnight; inhibition, % at 18.8 µM; hit rate 0.72% among 360,000;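 active = inhibition of the luminescence signal of 40% or more relative to plate controls, in a single-dose primary screen at 18.75 µM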
* marks the source's active call; other numbers are inactive results; x = not tested or not shown. The list is partial. The share of hits here may be higher or lower than overall.

(1) CCCCn1c(O)c(C(C)=NCCc2c[nH]c3ccccc23)c(=O)[nH]c1=O
(2) O=C(c1cc2cc(Br)ccc2[nH]1)N1CCC2(CC1)OCCO2
(3) CCOc1cccc(OCC)c2c(C)[n+](CC3CCCO3)c(C)c1-2 (stereo not drawn)
(4) O=c1c2ccccc2[nH]c(=S)n1-c1ccc2c(c1)OCCO2
(5) CCN(C=C1CC2C3CC=C4CC(O)CCC4(C)C3CCC2(C)C1=O)CC (stereo not drawn)
(6) CCOC(=O)C1=C(N)OC2=C(C(=O)CCC2)C12C(=O)N1c3c(ccc(C)c32)C(C)=CC1(C)C (stereo not drawn)

screen / no.	1	2	3	4	5	6
TRPM1 prom inh	4	-25	-13	-42	-5	11
Cardio protect	0	-2	3	-3	8	-5
HTR2A ag	0	-7	-2	-2	0	-1
CaV13 FRET inh	-5	-15	x	-5	-6	-4
iPSC survival up	0.3	0.1	8.2	1.4	0.0	-2.7
PDI turbidity	-11	3	1	5	3	-7
NR2E3 ag-1	-1	-2	-3	-3	x	1
Shn3 3UTR inh	10	-37	-5	-87	15	-21
Peg3 promoter	1	-91	8	-163	18	21
NR2E3 ag-2	-27	-30	-14	-39	-39	-11
HIF-2a inh	12	-122	2	-164	2	11

(7) CC1CN(c2ccc([N+](=O)[O-])c(N3CCCCC3)c2)CCN1 (stereo not drawn)
(8) CSc1cccc(NP2(=O)OCC(C)([N+](=O)[O-])CO2)c1 (stereo not drawn)
(9) COCCOC(=O)c1c(N)n(Cc2ccc(OC)cc2)c2nc3ccccc3nc12
(10) Cc1c(N=Cc2c(O)n(Cc3ccccc3)c(=O)[nH]c2=O)c(=O)n(-c2ccccc2)n1C
(11) CCN(CC)CCN=Cc1c(O)n(CCC2=CCCCC2)c(=O)[nH]c1=O
(12) O=c1c2cc(Cl)cc(Cl)c2nc(CN2CCOCC2)n1-c1ccccc1F

screen / no.	7	8	9	10	11	12
TRPM1 prom inh	-4	-4	-3	1	2	10
Cardio protect	0	-5	-3	-1	6	-2
HTR2A ag	-4	-2	0	5	0	1
CaV13 FRET inh	-16	-11	x	-3	x	-5
iPSC survival up	-0.7	2.2	5.3	-0.3	3.5	-3.7
PDI turbidity	5	-4	14	2	14	-1
NR2E3 ag-1	0	x	0	0	1	-4
Shn3 3UTR inh	-2	61	6	9	2	6
Peg3 promoter	3	-3	4	4	1	27
NR2E3 ag-2	-11	-29	-27	4	-12	-3
HIF-2a inh	24	2	6	19	-12	20

(13) COc1ccc(NC(=S)NC(NC(=O)CF)C(Cl)(Cl)Cl)c([N+](=O)[O-])c1 (stereo not drawn)
(14) O=C1c2ccccc2C(=O)N1Cc1nc2ccccc2c(=O)n1-c1ccccn1
(15) CN1CCN(/N=C/c2c[nH]c3ccccc23)CC1
(16) C=CCN1C(=O)NC(=O)/C(=C/c2ccc(OCC(=O)Nc3ccc(C)cc3)cc2)C1=O
(17) CCCCn1c(O)c(C=Nc2c(C)n(C)n(-c3ccccc3)c2=O)c(=O)[nH]c1=O
(18) O=C1NCN(c2ccccc2)C12CCN(C(c1nnnn1-c1ccc3c(c1)OCCO3)C1CC1)CC2 (stereo not drawn)

screen / no.	13	14	15	16	17	18
TRPM1 prom inh	-22	2	3	-11	22	x
Cardio protect	-2	-3	17	2	10	11
HTR2A ag	1	2	-6	1	1	-6
CaV13 FRET inh	-9	x	-4	-5	x	-7
iPSC survival up	-0.4	7.9	-0.1	2.5	-2.0	6.8
PDI turbidity	-2	1	-9	-48	0	x
NR2E3 ag-1	-3	-1	0	x	2	x
Shn3 3UTR inh	4	4	-10	15	19	-3
Peg3 promoter	5	26	4	-44	9	22
NR2E3 ag-2	-4	9	-17	2	-11	2
HIF-2a inh	12	22	5	-46	6	32

Single records, as listed above. Values in the order: TRPM1 prom inh | Cardio protect | HTR2A ag | CaV13 FRET inh | iPSC survival up | PDI turbidity | NR2E3 ag-1 | Shn3 3UTR inh | Peg3 promoter | NR2E3 ag-2 | HIF-2a inh
CN1CCN(/N=C/c2c[nH]c3ccccc23)CC1 as listed: 3 | 17 | -6 | -4 | -0.1 | -9 | 0 | -10 | 4 | -17 | 5
CCCCn1c(O)c(C=Nc2c(C)n(C)n(-c3ccccc3)c2=O)c(=O)[nH]c1=O as listed: 22 | 10 | 1 | x | -2.0 | 0 | 2 | 19 | 9 | -11 | 6
O=C1c2ccccc2C(=O)N1Cc1nc2ccccc2c(=O)n1-c1ccccn1 as listed: 2 | -3 | 2 | x | 7.9 | 1 | -1 | 4 | 26 | 9 | 22
C=CCN1C(=O)NC(=O)/C(=C/c2ccc(OCC(=O)Nc3ccc(C)cc3)cc2)C1=O as listed: -11 | 2 | 1 | -5 | 2.5 | -48 | x | 15 | -44 | 2 | -46
O=C1NCN(c2ccccc2)C12CCN(C(c1nnnn1-c1ccc3c(c1)OCCO3)C1CC1)CC2 (stereo not drawn) as listed: x | 11 | -6 | -7 | 6.8 | x | x | -3 | 22 | 2 | 32

Remaining list, next part
(19) CC(C)Nc1nc(Cl)nc(NC(C)C)n1
(20) O=c1[nH]c(=O)n(CCc2ccc(F)cc2)c(O)c1C=NCCCN1CCOCC1
(21) OC1/C(=C/c2ccc(Cl)cc2Cl)N2CCC1CC2 (stereo not drawn)
(22) Cc1cc(C)n2nc(SCC(=O)N3CCC4(CC3)OCCO4)nc2n1
(23) O[C@H]1[C@H](O)[C@@H](O)CN2CC[C@H](O)[C@H]12
(24) COc1cc2[nH]c(=O)n(-c3ccccc3)c(=O)c2cc1OC

screen / no.	19	20	21	22	23	24
TRPM1 prom inh	-10	5	-3	14	-10	4
Cardio protect	7	9	-4	6	2	-10
HTR2A ag	0	5	-1	0	0	1
CaV13 FRET inh	-4	x	-1	-4	-4	0
iPSC survival up	0.6	1.4	-0.9	-0.3	1.5	-1.9
PDI turbidity	-4	-4	0	-5	11	-6
NR2E3 ag-1	0	1	2	0	1	-3
Shn3 3UTR inh	13	2	-2	7	-8	-3
Peg3 promoter	16	8	-9	0	-3	7
NR2E3 ag-2	-10	-8	-24	-12	-34	-20
HIF-2a inh	15	13	-7	6	4	-2

(25) CC(C)CCC1(CN2CCCC2=O)C(=O)NC(=O)NC1=O
(26) CC/C(=N\NC(=O)c1ccccc1Cl)c1c(O)n(C2CCCCC2)c(=O)[nH]c1=O
(27) Cc1ccc(-c2cc(-c3ccccc3)cc(-c3ccccc3)[n+]2-c2ccccc2C(=O)O)cc1
(28) COC(=O)C1=C(c2ccc3ccccc3c2)C[C@@H]2CC[C@H]1N2C(=O)NCc1ccco1
(29) Oc1ccc(Cl)cc1Cc1ccccc1
(30) O=C(c1ccc(Br)cc1)C12CN3CN(CN(C3)C1)C2

screen / no.	25	26	27	28	29	30
TRPM1 prom inh	-7	3	46	6	0	2
Cardio protect	-2	-3	-15	-8	-14	-3
HTR2A ag	2	-2	0	-4	2	3
CaV13 FRET inh	x	-4	-5	-8	-6	3
iPSC survival up	5.3	-0.3	-1.4	0.9	-0.3	0.0
PDI turbidity	15	6	-3	7	2	-10
NR2E3 ag-1	3	1	0	-2	x	-1
Shn3 3UTR inh	2	-5	-18	-6	-12	9
Peg3 promoter	-43	14	6	-2	18	4
NR2E3 ag-2	-17	-13	2	10	-22	6
HIF-2a inh	-17	10	-11	12	21	8

(31) CC1CCCCN1Cc1c[nH]c2ccccc12 (stereo not drawn)
(32) O=C(NC1CCCCC1)N1Cc2cc(-c3ccccc3)ccc2-n2nncc2C1
(33) CN1C(=O)N(C)C(=O)C2(Cc3c(ccc4ccccc34)N(C)C2)C1=O
(34) OC(CN1CC=C(c2ccccc2)CC1)c1ccccc1 (stereo not drawn)
(35) CCOc1cc(C2NCc3ccccc3-n3cccc32)ccc1O (stereo not drawn)
(36) CC(C)C(=O)NC(Oc1ccccc1Cl)C(Cl)(Cl)Cl (stereo not drawn)

screen / no.	31	32	33	34	35	36
TRPM1 prom inh	18	x	10	-9	5	-5
Cardio protect	-2	17	-5	8	2	5
HTR2A ag	13	-3	0	-3	0	7
CaV13 FRET inh	-4	-6	x	-3	0	-5
iPSC survival up	-0.5	-1.8	3.7	-0.8	0.7	0.9
PDI turbidity	-3	x	-12	-4	-5	12
NR2E3 ag-1	-2	x	-3	0	2	0
Shn3 3UTR inh	-9	-4	-24	-3	-10	11
Peg3 promoter	-22	6	2	3	7	3
NR2E3 ag-2	-28	14	-20	-48	-18	-4
HIF-2a inh	21	-7	13	-21	10	12

(37) CC1(C)CN=C(Nc2ccc(F)c(F)c2)S1
(38) O=c1[nH]c(=O)n(-c2cccc3ccccc23)c(O)c1/C=N/N1CCCCCC1
(39) COc1ccccc1/C=C1\C(=O)NC(=S)N(c2ccccc2)C1=O
(40) CC(C)OC(=O)c1c(N)n(Cc2ccco2)c2nc3ccccc3nc12
(41) CCn1c(O)c(C=NCCN2CCOCC2)c(=O)[nH]c1=S
(42) CCc1cc(=O)oc2cc(OCC(=O)N3C[C@H]4C[C@@H](C3)c3cccc(=O)n3C4)c(Cl)cc12

screen / no.	37	38	39	40	41	42
TRPM1 prom inh	-19	3	0	9	-9	-7
Cardio protect	4	0	2	5	-1	3
HTR2A ag	8	0	1	0	-2	0
CaV13 FRET inh	-10	-12	-19	1	-14	x
iPSC survival up	-1.3	-0.6	-0.6	1.4	0.5	-2.5
PDI turbidity	x	-2	-14	-1	-1	x
NR2E3 ag-1	1	-1	-1	2	2	2
Shn3 3UTR inh	-5	-8	8	6	-34	-12
Peg3 promoter	2	9	4	-13	9	2
NR2E3 ag-2	-35	-19	-5	-4	-7	-6
HIF-2a inh	-2	9	-4	-17	28	4
